Efflux pump inh: antifungal efflux pump inhibition, Nile Red retention | AID 485275 | S. cerevisiae Candida pump triplex | inhibition, % at 10 µM | hit rate 0.44% among 330,000;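 active means plate passing quality check with inhibition over a set limit, or well fluorescence over plate mean plus 4 SD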;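 further: Nile Red retained in pooled yeast measured as flow cytometry median fluorescence; 0% = buffer negative control and 100% = Enniatin B positive control; higher means more Nile Red kept so more efflux inhibition; some compounds called inactive have numbers as strong as hits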
PP5 primary: PP5 (human) phosphatase inhibition; AID 1987; purified PP5c, OMFP substrate fluorescence; hit rate 0.18% among 320,000; inhibition, % at 6.7 µM; P53041;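 active means inhibition above the campaign's mean inhibition across all tested compounds plus 3 SD, cut at about 9.5% in these data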;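 further: 0% = DMSO only and 100% = 100 µM cantharidin control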
Fh CTSL1 inh: blocks F. hepatica cathepsin L1 in PFM18AAP counter-screen; hit rate 0.49% among 300,000; AID 1906; inhibition, % at 5.96 µM; recombinant F. hepatica cathepsin L1, Z-Leu-Arg-MCA fluorescence;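 active means inhibition above the mean of all tested compounds plus 3 SD, set per screening campaign, cut at about 17% in these data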;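 further: 0% = plate median of test compound wells and 100% = 1 µM Z-Phe-Ala-diazomethylketone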
LYPLA2 inh: blocks human lysophospholipase 2, a PME1 counter-screen | O95372 | hit rate 0.38% among 320,000 | recombinant LYPLA2, FP-Rh probe fluorescence polarization | inhibition, % at 5.9 µM;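 active means inhibition above the screen-wide mean plus 3 SD, limit set per campaign, cut at about 26% in these data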;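 further: 0% = LYPLA2 with DMSO and 100% = wells lacking LYPLA2 enzyme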
Target sequence (O95372 whole entry, looked up): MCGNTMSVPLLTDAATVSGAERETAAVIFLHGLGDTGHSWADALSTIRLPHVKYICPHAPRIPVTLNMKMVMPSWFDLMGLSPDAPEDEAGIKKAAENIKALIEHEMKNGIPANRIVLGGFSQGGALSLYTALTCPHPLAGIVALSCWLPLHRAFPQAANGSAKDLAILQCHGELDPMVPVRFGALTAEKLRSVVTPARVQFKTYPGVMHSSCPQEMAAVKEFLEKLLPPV
HCV core dimer: blocks dimerization of HCV core protein; TR-FRET GST/Flag-core106 dimerization, 1536-well; inhibition, % at 5 µM; hit rate 0.33% among 300,000;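 active means inhibition above the mean of all tested compounds plus 3 SD, set per screening campaign, cut at about 45% in these data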
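Assay system: GST-tagged and Flag-tagged HCV core protein residues 1-106 / Times: compound-protein-antibody incubation 4 h at 22.5 °C / Signal: time-resolved FRET, ex 340 nm, em 617 and 671 nm / Evaluation: % inhibition based on acceptor/donor emission ratio / Benchmarks: wells lacking GST-core106 and wells with excess unlabelled core106 / Repeats: singlicate, one well per compound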
PP1 counter: counter-screen for PP5 inhibitors: inhibitors of human PP1-alpha; purified PP1alpha, OMFP fluorescence; inhibition, % at 6.7 µM; hit rate 0.9% among 320,000;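 active means inhibition above the mean inhibition of all tested compounds plus 3 SD, computed separately for each screening campaign, cut at about 15% in these data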
Target sequence (P62136 whole entry, looked up): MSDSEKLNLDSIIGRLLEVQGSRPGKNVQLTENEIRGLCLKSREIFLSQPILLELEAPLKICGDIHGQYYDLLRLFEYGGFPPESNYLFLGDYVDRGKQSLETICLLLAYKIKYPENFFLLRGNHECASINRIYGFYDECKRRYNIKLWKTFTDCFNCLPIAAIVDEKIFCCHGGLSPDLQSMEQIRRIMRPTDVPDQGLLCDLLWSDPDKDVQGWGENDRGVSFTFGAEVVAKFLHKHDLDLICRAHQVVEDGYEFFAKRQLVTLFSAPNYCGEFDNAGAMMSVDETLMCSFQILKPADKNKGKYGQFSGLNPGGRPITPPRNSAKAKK
PREPL inhibitor: human PREPL enzyme inhibition | Q4J6C6 | recombinant PREPL, fluorescence polarization activity-based probe | inhibition, % at 5.96 µM | hit rate 0.68% among 320,000 | AID 2751; in the data active means inhibition above about 43%;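 further: 0% = enzyme with DMSO and 100% = wells lacking enzyme; many of its hits are not listed in these tables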
TPT1 inh: inhibitors of Candida albicans tRNA 2'-phosphotransferase TPT1. hit rate 0.81% among 300,000. AID 1962. inhibition, % at 5 µM. recombinant caTPT1, FP RNA substrate dephosphorylation;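 active means inhibition above the mean of all tested compounds plus 3 SD, set per screening campaign, cut at about 24% in these data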;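 further: plate controls were DMSO alone for no effect and ferristatin control at 100 nM for full effect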
JMJD2C inh: inhibitors of human GASC-1 (JMJD2C) demethylase; GST-JMJD2C(1-420) H3K9me3 demethylation, DELFIA europium; inhibition, % at 2.35 µM; hit rate 0.069% among 330,000; Q9H3R0;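 active means more than half of a compound's replicate wells show inhibition beyond 50%, single wells judged on their own value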;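 further: signal counts dimethyl H3K9 product captured on neutravidin plate; 0% = median of DMSO wells and 100% = 0.3 times that DMSO median; strong numbers were not always called active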
* = called active by the depositor; nt = no result given.

Every second line gives: PREPL inhibitor	PP5 primary	Fh CTSL1 inh	JMJD2C inh	LYPLA2 inh	Efflux pump inh	TPT1 inh	HCV core dimer	PP1 counter
Cc1ccc2oc(=O)c3cnn(CC(=O)N4CCN(c5ccccc5)CC4)c3c2c1
    13	0.2	1	-9	-1	-0.2	2	12	0
O=C(O)c1[nH]c2ccc(Cl)cc2c1CC(=O)N1CCN(C(=O)c2ccco2)CC1
    8	-2.9	0	0	-11	0.4	-1	11	-4
O=C(Cn1cccc1C(=O)c1ccccc1)NCc1ccccc1Cl
    -6	1.5	-3	-6	0	0.0	-1	9	-2
CN(C(=S)Nc1ccc(F)cc1)C1(c2ccccc2Cl)CCCCC1=O (stereo not given)
    3	2.2	0	46	4	0.3	-1	-2	0
Cc1cc(Cl)ccc1OCC(=O)Nc1ccccc1CO
    0	1.7	-1	1	-2	0.1	3	0	1
Cc1cccc(-c2nc(CSCC(=O)NCc3cccs3)c(C)o2)c1
    4	3.0	2	1	-2	-0.1	3	4	0
O=C(Cn1ncc2c3ccccc3n(Cc3ccccc3)c2c1=O)NCc1ccco1
    -24	4.0	-2	2	6	0.2	-1	9	15
CCN(CCn1cccn1)C(=O)c1ccc2nc(Cc3ccc(OC)cc3)oc2c1
    1	-0.9	-3	6	7	-0.1	-6	-51	-6
COc1ccc(C(=O)OCC(=O)NC23CC4CC(CC(C4)C2)C3)c(OC)c1OC
    -2	-0.8	nt	7	-2	0.2	nt	nt	-1
O=C(NNC(=O)C1CC2CCC1C2)c1ccccc1 (stereo not given)
    -4	-0.1	0	-4	-6	-0.1	1	-2	2
O=S(=O)(C(=CNc1ccccc1)S(=O)(=O)c1ccccc1)c1ccccc1
    -1	3.0	-4	8	-3	-0.1	2	9	-2
O=C1c2ccccc2C(=O)c2c1cccc2N1CCN(CCO)CC1
    10	-1.0	5	9	1	0.0	-13	-23	1
Cc1ccc(CN2CCN(/N=C/C(Br)=C\c3ccccc3)CC2)cc1
    4	4.4	-2	-23	7	0.1	-3	-9	0
CCOC(=O)C1=C(CS(=O)(=O)c2ccccc2)NC(=O)NC1c1ccccc1OCC (stereo not given)
    15	1.1	-2	14	-1	0.0	-1	-1	0
Cc1cccc(-c2cc(C(=O)NCc3ccccn3)c3ccccc3n2)c1
    -4	0.2	3	-5	4	-0.7	-2	1	2
N#C/C(=C\c1c[nH]c2ccccc12)C(=O)NC1CCCC1
    6	-3.0	-3	-20	4	0.0	-2	4	2
N#CC1(NC(=O)CN2c3cccc4cccc(c34)S2(=O)=O)CCCCC1
    8	0.9	12	0	10	-0.1	-1	6	-3
Cc1cccc(OCC(=O)Nc2ccc(N3CCN(C(=O)c4ccco4)CC3)cc2)c1C
    48*	-1.3	-3	2	2	0.3	3	9	-1
COc1ccc(/C=C(/NC(=O)c2ccccc2)C(=O)N/N=C/c2ccncc2)c(OC)c1
    2	-0.5	8	1	14	-0.2	1	2	2
Cc1cccc(-c2nc(CN3CCCC(C(=O)NC4CCCCCC4)C3)c(C)o2)c1 (stereo not given)
    17	1.3	4	11	5	0.0	-2	0	-1
NS(=O)(=O)c1ccc(CCNC(=O)c2ccc3nc4ccc(Cl)cc4c(=O)n3c2)cc1
    -9	-2.1	-2	-5	-1	0.1	0	4	-1
OCCCN=C1CCCc2c1[nH]c1ccc(Cl)cc21
    5	0.1	-1	3	4	0.0	2	-1	-1
Cc1ccc(C(=O)COC(=O)CNC(=O)Cc2ccccc2)cc1[N+](=O)[O-]
    16	-1.2	-13	7	-1	0.0	0	9	-4
Brc1ccccc1OCCCN1CCOCC1
    10	1.8	-5	7	-5	-0.1	2	2	0
Cc1ccc(S(=O)(=O)Nc2cc3c4c(c2)CC(=O)N4CCC3)cc1
    25	-0.8	1	18	0	0.1	-3	-3	-8
c1c2c(cc3sc(N4CCCCC4)nc13)OCCO2
    6	-2.4	0	7	4	0.1	1	-4	-1
COc1ccccc1N1CC(C(=O)Nc2nnc(SCC(=O)NC(C)C)s2)CC1=O (stereo not given)
    12	0.4	1	5	-3	1.9	-2	-1	-3
C#CCNc1c2c(nc3ncnn13)CC(C)CC2 (stereo not given)
    9	-3.1	4	9	-2	0.0	2	-2	-4
O=S(=O)(c1ccc(-c2ccon2)s1)N1CCN(CCN2CCOCC2)CC1
    0	-1.8	4	-1	-16	0.2	3	-2	-5
C=C(C)CN(CC)C(=O)CC1C(=O)NCCN1C (stereo not given)
    4	0.0	3	1	4	-0.1	-4	-6	-1

The last 3 records of the part before open the next one:
Every second line gives: PREPL inhibitor	PP5 primary	Fh CTSL1 inh	JMJD2C inh	LYPLA2 inh	Efflux pump inh	TPT1 inh	HCV core dimer	PP1 counter
C#CCNc1c2c(nc3ncnn13)CC(C)CC2 (stereo not given)
    9	-3.1	4	9	-2	0.0	2	-2	-4
O=S(=O)(c1ccc(-c2ccon2)s1)N1CCN(CCN2CCOCC2)CC1
    0	-1.8	4	-1	-16	0.2	3	-2	-5
C=C(C)CN(CC)C(=O)CC1C(=O)NCCN1C (stereo not given)
    4	0.0	3	1	4	-0.1	-4	-6	-1
O=C1NC(=Nc2ccccc2)S/C1=C\c1cccs1
    -6	0.3	0	5	-6	0.0	0	5	4
O=S(=O)(Cc1ccccc1)c1nc2ccccc2n1Cc1ccccn1
    1	1.1	2	-1	5	0.0	0	-2	4
O=C(Nc1ccnc(-c2ccncc2)n1)c1cccs1
    0	0.2	0	95	-8	0.2	0	-2	-5
CCCCCCCN1CCC(=O)N([C@H](CO)Cc2ccccc2)CC1
    6	-0.8	3	-10	6	0.0	0	-2	1
CNC(=O)c1ccccc1NC(=O)c1ccco1
    8	0.8	2	-2	8	-0.1	-2	-3	1
COc1ccc(/C=C/C(=O)C2CC2)cc1COc1c(C)cccc1C
    11	0.4	12	-3	-8	-0.1	1	7	-4
Cn1c(=O)oc2cc(S(=O)(=O)NCC3CCCO3)ccc21 (stereo not given)
    9	0.4	0	-10	3	-0.1	-3	-1	-1
COC(=O)c1ccc2c(=O)n(CCN3CCOCC3)c(SCC(=O)Nc3ccc(OC)cc3OC)nc2c1
    3	-0.1	-3	-4	2	-0.1	-2	1	-3
CCN(CC)S(=O)(=O)c1ccc(C)c(NC(=O)COc2ccc3c(C)cc(=O)oc3c2)c1
    -1	0.0	0	-9	7	0.1	-3	3	-4
COc1ccc(/C(C)=C2/SC(=S)N(CCC(=O)O)C2=O)cc1
    9	-0.1	1	10	1	0.0	-1	-5	3
COc1cc(CC(=O)O)c(C(C)=O)cc1OC
    7	-1.2	1	3	1	0.0	-1	-1	-4
O=C(CCCc1ccccc1)Nc1ccc2c(c1)OCCO2
    -2	2.1	4	-2	-8	0.1	-2	5	2
COc1ccc(-c2cc(C(=O)N3CCN(c4ccccc4)CC3)no2)cc1OC
    -15	1.5	-1	-1	23	0.1	1	7	-2
Cc1[nH]n2cnnc2c(=O)c1Br
    4	-0.6	-1	4	3	-0.1	-2	2	-8
COc1c([N+](=O)[O-])c(=O)n(-c2ccccc2)c2ccccc12
    -2	1.3	1	-6	7	-0.1	-1	-1	0
COc1ccc(/C=C/C(=O)c2ccccc2)cc1COc1ccc(F)cc1
    14	0.6	1	-26	-5	-0.7	-4	0	3
CN(c1ccccc1)S(=O)(=O)c1ccccc1Br
    -1	-0.8	nt	0	-4	0.2	nt	nt	-3
Cn1c(CN2CCOCC2)nc2cc(NC(=O)COc3ccc([N+](=O)[O-])cc3)ccc21
    2	-0.5	1	-1	2	-0.1	1	0	1
O=C(O)CCCC(=O)Nc1cccc2cccnc12
    13	-0.8	-1	6	-4	-0.2	-7	-4	-1
COc1cccc(NC(=O)c2oc3ccccc3c2NC(=O)C2CC2)c1
    1	3.0	2	7	-7	0.0	-2	0	1
O=C(Nn1c(SCc2ccc(F)cc2)nc2ccsc2c1=O)c1ccccc1
    -2	-4.9	2	-7	-3	0.5	3	15	9
C/C(CC(=O)Nc1ccc2c(c1)OCCO2)=N\NC(=O)Cc1ccc(Cl)cc1
    -18	-0.1	1	-2	2	1.4	-6	-3	7
CCN(Cc1cc(=O)n2ccsc2n1)Cc1nc2ccccc2c(=O)[nH]1
    5	0.8	-3	-5	0	-0.2	1	-2	-3
CCCCNC(=O)c1cccnc1SCC(=O)Nc1ccccc1OC
    5	-0.5	-10	0	3	0.0	0	2	-4
O=[N+]([O-])c1ccc(Cl)c(NC(=S)N2CCCC2)c1
    -2	0.2	0	-4	-2	0.2	6	-7	-3
CCn1c(SCC(=O)NC2=NCCS2)nnc1C(C)NC(=O)c1ccccc1Br (stereo not given)
    -4	-2.0	-4	-9	-2	0.0	-2	-4	3
O=C(CCn1ccc([N+](=O)[O-])n1)Nc1nccs1
    14	-0.9	-1	-29	-8	-0.3	-4	0	-2
CCN(CC)S(=O)(=O)c1ccc(OC)c(-n2cnnn2)c1
    13	1.1	2	-2	1	-0.2	-6	-1	1
COc1ccccc1C(=O)N1CCN(CCNC(=O)C(=O)Nc2ccc(Br)c(C)c2)CC1
    38	2.9	1	-3	4	0.1	1	1	-4
COc1ccc2cc(C(=O)NCc3ccccc3)c(=O)oc2c1
    9	-6.3	3	-14	-2	0.2	-1	7	-4
Cc1ccc(C(=O)OCC(=O)NCc2cccs2)c(C)c1
    7	-1.7	-5	-9	3	0.0	-2	0	-3

This is a subset. The share of hits here may be higher or lower than overall.
